High-throughput results as filed in PubChem BioAssay.
MITF inh – human MITF inhibition, primary screen; AlphaScreen MITF homodimerization, bead proximity signal; inhibition, % at 2.6 µM; AID 1259374; 650,000 tested, 0.91% active; in the data active means inhibition above about 50%;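 further: 0% = vehicle wells with protein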
Target sequence (O75030 whole entry, looked up): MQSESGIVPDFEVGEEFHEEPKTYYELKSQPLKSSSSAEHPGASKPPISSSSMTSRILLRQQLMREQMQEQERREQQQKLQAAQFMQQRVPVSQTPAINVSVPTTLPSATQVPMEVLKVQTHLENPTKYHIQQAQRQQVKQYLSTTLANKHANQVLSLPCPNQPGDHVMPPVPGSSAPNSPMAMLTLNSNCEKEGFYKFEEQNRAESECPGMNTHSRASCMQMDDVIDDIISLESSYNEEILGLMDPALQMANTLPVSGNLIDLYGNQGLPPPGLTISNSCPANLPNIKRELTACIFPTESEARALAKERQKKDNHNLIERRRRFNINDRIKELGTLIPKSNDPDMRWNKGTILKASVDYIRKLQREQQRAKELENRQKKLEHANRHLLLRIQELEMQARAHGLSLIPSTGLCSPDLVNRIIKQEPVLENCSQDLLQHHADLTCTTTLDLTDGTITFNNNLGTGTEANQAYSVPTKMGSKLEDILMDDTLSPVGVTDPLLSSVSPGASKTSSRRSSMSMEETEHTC
GPR151 activ – activators of human GPR151; PathHunter beta-arrestin GPR151 cells, luminescence; activation, % at 11.2 µM; Q8TDV0; 650,000 tested, 1% active; AID 1508602; in the data active means activation above about 4.9%;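 further: 0% = median of compound wells and 100% = cells with positive control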
Target sequence (Q8TDV0 whole entry, looked up): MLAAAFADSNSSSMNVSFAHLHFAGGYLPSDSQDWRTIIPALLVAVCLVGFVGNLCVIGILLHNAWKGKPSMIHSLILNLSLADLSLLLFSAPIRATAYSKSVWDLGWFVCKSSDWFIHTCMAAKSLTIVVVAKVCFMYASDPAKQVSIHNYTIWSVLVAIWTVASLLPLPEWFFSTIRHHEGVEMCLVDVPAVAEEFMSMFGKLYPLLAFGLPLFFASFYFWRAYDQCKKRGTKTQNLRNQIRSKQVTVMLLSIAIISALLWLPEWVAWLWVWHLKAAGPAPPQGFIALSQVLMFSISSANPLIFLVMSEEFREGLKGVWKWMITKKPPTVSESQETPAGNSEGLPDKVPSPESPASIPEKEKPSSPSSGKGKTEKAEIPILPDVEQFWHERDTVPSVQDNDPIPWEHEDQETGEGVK
FBW7 act – human FBW7 E3 ligase activation, primary screen; Q969H0; AlphaScreen FBW7–phospho-cyclin E peptide binding, activator screen; normalized activity (activation), % at 26.1 µM; 650,000 tested, 0.13% active; AID 1259310; in the data active means normalized activity above about 1.9%;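 further: purified mutant Fbw7 with reduced substrate affinity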
TEAD-YAP inh – TEAD-YAP interaction inhibition | AID 1259422 | HEK-TIYL cells, TEAD-Gal4/YAP UAS-luciferase luminescence | 640,000 tested, 1.4% active | inhibition, % at 9.12 µM; in the data active means inhibition above about 32%;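 further: 0% = median of test compound wells and 100% = reference inhibitor wells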
Starred values were filed as active, the others as inactive; & = joins results of further samples.

canonical_smiles,MITF inh,GPR151 activ,FBW7 act,TEAD-YAP inh
Cc1ccc2c(C)nc(N3CCCC(C(=O)N(CC4CC4)CC4CCCO4)C3)nc2c1 (stereo not given),-6,0.2,0.2,9
CCCCCNc1nc(-c2ccccc2)c2c(c1C#N)CC(C)(C)OC2,-9,0.8,-0.1,-5
COc1ccc(C2=N/C(=C\c3sccc3C)C(=O)O2)cc1[N+](=O)[O-],9,1.0,0.0,6
CCOc1ccc(N(CC(=O)NC(C)(C)CC)C(=O)c2snc(C(N)=O)c2N)cc1,-1,-0.2,0.2,-8
CCCCn1c(Oc2ccc(F)cc2)nc2c1c(=O)n(C)c(=O)n2C,12,-0.6,0.0,-6
C/C(=C\C(=O)c1cccnc1)Nc1cccc2ccccc12,13,-0.3,0.4,-24
COc1ccc(C(=O)Nc2cccc(-c3nc4ncccc4o3)c2C)cc1[N+](=O)[O-],12,0.6,0.1,6
N#Cc1nc2c(C#N)c(N)n(Cc3ccco3)c2nc1C#N,-14,2.2,0.4,6
Cc1ccc(C(=O)Nc2nnc(SCC(=O)N3CCCc4ccccc43)s2)cc1[N+](=O)[O-],3,0.9,-0.1,-16
CS(=O)(=O)N(CC(=O)Nc1cc(C(F)(F)F)ccc1Cl)c1ccccc1F,-3,-1.8,-0.1,-1
C/C(=N\Nc1nnc2c(n1)[nH]c1ccc(C)cc12)c1cccs1,-4,-0.4,-0.9,-25
C=CCOc1ccc(C(=O)N2C3CCC2CC(O)(c2cccnc2OC)C3)cc1 (stereo not given),-16,0.0,-0.1,-7
COc1ccc(N2C(=O)CCC(C(=O)NCc3ccccn3)C2c2ccc(F)cc2)cc1 (stereo not given),13,-0.8,0.1,0
Cc1ccc(-c2csc3ncc(C(=O)NC4CCCCC4O)c(=O)n23)cc1 (stereo not given),-14,-1.6,0.4,7
COc1ccccc1Cn1c(=S)[nH]c2cc(C(=O)NCC3CCCO3)ccc2c1=O (stereo not given),8,1.9,0.1,0
Cc1cc2c(s1)c1cnn(CC(=O)NC34CC5CC(CC(C5)C3)C4)c(=O)c1n2C,1,-0.9,-0.1,4
CCOc1ccccc1NC(=O)Cc1c(C(=O)O)[nH]c2ccccc12,-4,1.5,0.0,-5
Cc1ccc(C(=O)c2ccccc2NC(=O)CCC(=O)O)cc1,4,0.5,0.0,9
COc1cc([N+](=O)[O-])ccc1NC(=S)NCCCn1cc(C)cn1,-3,-0.8,-0.2,12
CCOc1cc(/C=N/Nc2ccc(C(F)(F)F)cn2)ccc1OCC(N)=O,10,1.1,0.0,-6
Cc1cccc(C(=O)NCc2ccccn2)c1[N+](=O)[O-],11,0.7,0.1,-2
COc1ccc2c(c1OC)C(=O)N(c1ccc(O)c(C(=O)O)c1)C2=O,12,0.1,0.0,10
CC(C)CS(=O)(=O)c1nn2c(N)c(C=C3C=CC(=O)C=C3)c(=O)nc2s1,13,-1.4,0.7,-7
O=C(Nc1ccc2oc(-c3ccc(Cl)cc3)nc2c1)C1CCCCC1,20,1.4,1.6,-13
O=C(/C=C/Nc1ccccn1)c1ccc(Br)cc1,-7,-3.4,-0.1,23
NS(=O)(=O)c1ccc(CCNC(=O)CCCCCn2nnc3ccccc3c2=O)cc1,13,0.6,0.1,16
CC(Nc1nc2nc[nH]c2c(=O)[nH]1)C(=O)O (stereo not given),8,0.3,-0.1,-8
COc1ccc(Cl)cc1NC(=O)COc1ccccc1C(N)=O,-1,0.1,0.1,10
C=CCNC(=S)NNc1ccccc1Cl,26,0.0,-0.1,-3
COC(=O)CN1C(=S)N(C)C(=O)/C1=C/c1ccc(C)cc1,3,0.1,-0.2,6
CCN(CC)C(=O)C1(S(=O)(=O)c2ccc(Cl)cc2)CC1,17,-0.2,0.3,-15
O=C(CN1C(=O)c2ccccc2C1=O)OC1CCOC1=O (stereo not given),14,1.4,-0.2,0
CCNC(=S)NCc1ccc2[nH]c(C)cc2c1,9,0.0,0.0,9
O=C(Nc1ccccc1)Nc1nc(-c2ccc(Oc3ccccc3)cc2)cs1,10,0.5,0.3,-10
O=c1c2ccccc2nc(SCc2ccc(F)cc2)n1CC1COc2ccccc2O1 (stereo not given),15,2.1,0.2,0
Cc1c(Cl)ccc(S(=O)(=O)N2CCOCC2)c1Cl,-6,1.5,0.0,-1
CCC(=O)N1CCc2cc(S(=O)(=O)N3CCC(C)CC3)ccc21,1,0.9,-0.1,-4
C/C(CC1(O)C(=O)Nc2ccccc21)=N\NC(=O)COc1ccc(Cl)cc1Cl (stereo not given),-4,-1.2,-0.1,-4
COc1cccc(Nc2nncc(=O)[nH]2)c1,7,-1.5,0.0,2
CC1=NN(c2ccccc2)C(=O)/C1=C\c1cc2ccc(C)cc2nc1N1CCCCC1,6,-1.0,-0.3,-7

A different layout for some results above.
Compound: COc1ccccc1Cn1c(=S)[nH]c2cc(C(=O)NCC3CCCO3)ccc2c1=O (stereo not given)
  MITF inh: 8 | GPR151 activ: 1.9 | FBW7 act: 0.1 | TEAD-YAP inh: 0
Compound: Cc1cc2c(s1)c1cnn(CC(=O)NC34CC5CC(CC(C5)C3)C4)c(=O)c1n2C
  MITF inh: 1 | GPR151 activ: -0.9 | FBW7 act: -0.1 | TEAD-YAP inh: 4
Compound: CCOc1ccccc1NC(=O)Cc1c(C(=O)O)[nH]c2ccccc12
  MITF inh: -4 | GPR151 activ: 1.5 | FBW7 act: 0.0 | TEAD-YAP inh: -5
Compound: Cc1ccc(C(=O)c2ccccc2NC(=O)CCC(=O)O)cc1
  MITF inh: 4 | GPR151 activ: 0.5 | FBW7 act: 0.0 | TEAD-YAP inh: 9

Other structures:
canonical_smiles,MITF inh,GPR151 activ,FBW7 act,TEAD-YAP inh
O=C1CN=C(Nc2cccc(C(F)(F)F)c2)N1C1CCCC1,-7,0.1,-0.1,0
CC12CC3CC(C)(C1)CC(C(=O)Nc1ccc([N+](=O)[O-])cc1)(C3)C2,-21,-0.5,-0.1,-8
COc1ccc(/C=C(/C#N)C(=O)O)cc1,4,-1.8,-0.1,2
CC(C)(C)NC(=O)C1N(C2CC2)C(=O)C2C(C(=O)NCc3ccc(F)cc3)C3C=CC21O3 (stereo not given),12,-1.5,0.2,0
O=C(Nc1cc(NC(=O)c2cc(Br)ccc2I)ccc1Cl)c1ccccc1,-15,2.6,-0.5,-10
CC(CC(=O)NNC(=O)CC12CC3CC(CC(C3)C1)C2)c1ccccc1 (stereo not given),-3,-0.2,0.0,2
CCCNc1nc(=S)n(-c2ccccc2)c(C)c1C(C)=O,1,0.2,-0.1,-10
O=C(Nc1ccc(I)cc1)c1ccccc1F,-24,-1.6,0.0,-83
CCOc1ccccc1N1C(=O)C2C3C=CC(CC3)C2C1=O (stereo not given),9,2.1,-0.1,0
COc1ccc(S(=O)(=O)N2CC3CCCN3c3ccc(C(F)(F)F)cc32)cc1 (stereo not given),0,-0.5,-0.1,-6
CCN(CC)C(=O)C1CCCN(Cc2cccc(C)c2)C1 (stereo not given),24,-0.3,-0.2,0
COc1ccc(Br)cc1/C=C/C(=O)Nc1cccc(S(N)(=O)=O)c1,12,0.6,-0.1,7
O=S(=O)(Nc1ccc(Br)c2cccnc12)c1ccccc1,19,-1.9,-0.1,33*
Clc1ccc(Nc2ncnc3ccc(Br)cc23)cc1,-13,1.8,0.1,10
CC(C)c1nnc(SCC(=O)NC(c2ccccc2)c2ccccc2)n1N,0,6.3*,0.0,-8
c1ccc(CN2CCC(Nc3nc(Nc4cnccn4)nc4c3ncn4-c3ccccc3)CC2)cc1,14,-1.0,0.0,15
O=C(CN1CCC(O)(c2ccccn2)CC1)NC1CC1,7,0.1,0.2,6
Cc1nn(CCCNC(=O)C2CCCO2)cc1Br (stereo not given),5,-0.1,0.0,9
COCCCNC(=O)C(=O)NC(C)c1ccccc1 (stereo not given),-14,0.5,-0.1,-7
c1ccc(Nc2ccn3ncc(-c4cc5ccccc5o4)c3n2)cc1,1,1.0,0.1,2
COc1ccc(NC(=O)Nc2sc3nc4n(c(=O)c3c2C)CCC(C)CC4)cc1OC (stereo not given),-6,-0.3,-0.1,-8
COC(=O)c1sc2cc(SCC(=O)O)ccc2c1N,1,-5.1,-0.1,7
Nc1ccnc(N2CCN(Cc3ccc4c(c3)OCO4)CC2)n1,2,1.2,0.0,-6
COCCNC(=O)c1sc2nc[nH]c(=O)c2c1C,5,1.1,-0.1,8
COc1cc(/C=C2/C(=N)N3N=C(C)SC3=NC2=O)cc(Cl)c1OCCOc1ccc(Cl)c(C)c1,8,0.1,0.2,-9
O=C(NCc1ccc2c(c1)OCO2)c1cccc(I)c1,-1,-1.5,-0.1,0
CCCN1C(=O)/C(=C/c2ccc(C)o2)NC1=S,7,0.2,-0.1,7
Cc1ccc(S(=O)(=O)N(CC(=O)NC2CCCCC2)Cc2ccccc2)cc1,0,0.7,0.1,7
CCOC(=O)c1c(C)oc2c1c(CN1CCN(CCO)CC1)c(O)c1ccccc12,-13,-0.7,0.4,-81
CCOc1ccc(NC(=O)c2cc(C(=O)OC)cc([N+](=O)[O-])c2)cc1,1,0.3,-0.2,5
CC(/C=N/NC(=O)CCn1nnc2ccccc21)=C\c1ccccc1,-15,-1.2,0.0,11
Cc1ccc(NS(=O)(=O)CC23CCC(CC2=O)C3(C)C)c(Br)c1 (stereo not given),10,-1.1,0.0,-3
CC1CCC(NCc2c(C(=O)O)n(Cc3ccccc3F)c3ccccc23)CC1 (stereo not given),7,0.6,0.2,3
CSc1nc2c(cc1C#N)CCCC2,19,-0.8,0.0,-2
COc1cc(-c2nc3cnccn3c2NC2CCCC2)ccc1O,-15,0.2,0.1,-16
Nc1c(C(=O)Nc2ccc(Cl)cc2Cl)sc2[nH]c(=O)c(C(=O)O)cc12,-2,0.7,0.1,-1
CCCCNC(=O)CNS(=O)(=O)c1ccc(Cl)cc1,-7,0.5,0.0,8
O=S(=O)(c1ccc(Cl)cc1)N1CCN(C(c2ccccc2)c2ccccc2)CC1,13,-1.6,1.1,9
Cc1c(C(=O)Nc2ccc(Cl)c(S(=O)(=O)N(C)C)c2)oc2ccccc12,3,-0.7,-0.1,-26
O=C(Cc1cn(-c2ccc(Nc3ccc(-n4ccnc4)cc3)nn2)c2ccccc12)NCCN1CCOCC1,5,1.4,-0.1,-10
c1ccc(CNc2ncnc3nc(Nc4ccc5ncccc5c4)[nH]c23)cc1,-9,-1.6,-0.1,-4
Cc1ccc(N2C(=O)c3ccncc3C2=O)cc1,-8,1.3,-0.1,2
CCCNc1ncnc2c1cnn2-c1ccc(C)c(C)c1,10,1.4,0.7,-33
CCN(CC)CCCNC(=O)c1ccc2c(c1)NC(=O)c1ccccc1N2,19,1.5,0.3,-15
COc1ccc(CCn2c(-c3ccncc3)n[nH]c2=S)cc1OC,-8,0.6,-0.1,2
Fc1ccc([C@@H]2CCNC[C@H]2COc2ccc3c(c2)OCO3)cc1,11&-1&-4&-7,0.2&-3.0&1.8&-0.7,0.1&-0.2&-0.1&0.2,1&0
COc1cccc(C(=O)Nc2c3c(nn2-c2ccc(Cl)cc2)CSC3)c1,7,2.0,-0.1,5
O=c1c(-c2cc3ccccc3o2)[n+]([O-])c2ccccc2n1O,4,-3.2,-0.3,2
COc1ccc(OC)c(Nc2ncnc3c2cnn3-c2ccccc2)c1,-1,3.9,0.0,-6
O=C(Nc1cccc(S(=O)(=O)N2CCCC2)c1)c1cc(=O)[nH]c(=O)[nH]1,-16,0.4,-0.1,5
O=C1C2C3c4ccccc4C(c4ccccc43)C2C(=O)N1c1ccc(F)cc1 (stereo not given),11,-0.8,0.0,-5
CCOc1cc(CN2CCC(n3nccc3NC(C)=O)CC2)ccc1OC,5,0.9,0.1,14
Cc1onc(-c2ccccc2Cl)c1-c1nc(-c2ccc([N+](=O)[O-])cc2)no1,-1,0.2,-0.2,0
CC(=O)c1ccc(NC(=O)CSc2ccc3nnc(-c4ccc(C)cc4)n3n2)cc1,12,5.8*,-0.1,6
COC(=O)c1ccc(-c2ccc(/C=C(\C#N)C(N)=C(C#N)C#N)o2)cc1,24,0.3,-0.4,-11
Cc1[nH]c2ccccc2c1C(=O)CNC1=NCCS1,22,-0.8,0.4,7
Cc1ccccc1C(=O)Nc1cccc(Oc2ccc3c(c2)C(=O)N(c2ccccc2)C3=O)c1,7,1.6,0.2,13
Cc1ccc(-n2c3c(cc(C(=O)Nc4ccccc4F)c2=O)C(=O)CC(C)(C)C3)cc1,-6,1.4,0.0,-8
CC[C@@H]1NC(=O)[C@H]2CN(C(=O)c3ccc(F)cc3)CCN2C1=O,-8,-0.4,-0.1,-5
Cc1ccccc1N(C)C(=O)c1noc2c1COc1ccccc1-2,1,0.1,0.0,-12

Next section:
canonical_smiles,MITF inh,GPR151 activ,FBW7 act,TEAD-YAP inh
COc1ccc(-n2c(-c3cc(OC)c(OC)c(OC)c3)n[nH]c2=S)cc1,-3,0.9,0.1,9
CC(C)(C)C(=O)[C@H]1[C@H](c2ccccc2F)C(C#N)(C#N)[C@@H]2c3ccccc3C=CN21,3,-0.7,0.0,0
CC(C)c1cc(NCc2cccnc2)n2c(nc3ccccc32)c1C#N,1,0.1,0.0,3
CN(C)c1ncnc2c1C(c1ccc(Br)cc1)c1c(ncnc1N(C)C)O2,3,0.2,-0.1,-3
